Screens from PubChem BioAssay.
mIAP inh: mouse IAP inhibition; 0.2% of 330,000 active; inhibition, % at 10 µM; purified mouse IAP, CDP-Star luminescence, 30 min;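 active means inhibition of at least 40% at 10 µM in the primary screen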;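 further: plate controls were DMSO with enzyme for no effect and no enzyme wells for full effect; values of inactives mirror those of a sister screen read the other way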
mIAP act: increases mouse intestinal alkaline phosphatase activity; muIAP, CDP-Star luminescence, 30 min; active compounds read high; 1 = vehicle-only enzyme signal, 0 = enzyme-free wells; activation factor at 10 µM; 0.24% of 330,000 active; AID 2805;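 active means activation factor of at least 2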; further: the source names both 10 and 20 µM as test concentration; values of inactives mirror those of a sister screen read the other way
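Assay system: mouse IAP enzyme; Reagent: CDP-Star chemiluminescent phosphatase substrate; Compound: DMSO-dissolved test compounds; Incubation: 30 min, room temperature; Technique: luminescence from enzymatic CDP-Star hydrolysis; Controls: DMSO-only wells and no-enzyme negative control.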
hIAP activ: increases human intestinal alkaline phosphatase activity | P09923 | purified human IAP, CDP-Star luminescence, 30 min; active compounds read high; 1 = vehicle-only enzyme, 0 = enzyme-free background | activation factor at 10 µM | 0.16% of 330,000 active;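 active means activation factor of the enzyme at least 2-fold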; further: the source names both 10 and 20 µM as test concentration; values of inactives mirror those of a sister screen read the other way
beta cell repl: MIN6 beta-cell proliferation induction | proliferation, % at 10 µM | 0.29% of 330,000 active | MIN6 cells proliferation, ATPlite luminescence, 48 h; cells starved in 0.2% serum; 100% = growth in 10% serum;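 active means compounds whose signal lies at least 3.5 SD above the mean of all wells on their plate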;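 further: 0% = DMSO-treated cells in low-serum medium and 100% = 10% serum control; some compounds called inactive have numbers as strong as hits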
hIAP inh: human IAP inhibition; AID 2544; inhibition, % at 10 µM; P09923; 0.12% of 330,000 active; purified IAP, CDP-Star luminescence, 30 min;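 active means inhibition reaching a set limit with compound at 10 µM in the primary screen, cut at about 35% in these data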;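 further: plate controls were DMSO wells with enzyme for no effect and no-enzyme buffer wells for full effect; values of inactives mirror those of a sister screen read the other way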
NALP3 yeast inh: NALP3 inhibition in yeast; Yeast reconstituted NLRP3/ASC/caspase-1, beta-gal luminescence, 24 h; inhibition, % at 10 µM; 0.39% of 330,000 active;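 active means inhibition of 50% or more; inactive means inhibition below 50%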;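 further: plate controls were induced DMSO wells for no effect and uninduced yeast grown without galactose for full effect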
A3G deaminase: inhibitors of human APOBEC3G DNA deaminase; recombinant A3G, ssDNA deamination FAM/TAMRA fluorescence; inhibition, % at 20 µM; 0.28% of 330,000 active; AID 493012;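 active means inhibition of at least 40% at 20 µM, with no more than 30% in the related APOBEC3A deaminase screen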;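 further: plate controls were DMSO wells with A3G for no effect and wells lacking A3G enzyme for full effect; some compounds called inactive have numbers as strong as hits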
Target sequence (Q9HC16 whole entry, looked up): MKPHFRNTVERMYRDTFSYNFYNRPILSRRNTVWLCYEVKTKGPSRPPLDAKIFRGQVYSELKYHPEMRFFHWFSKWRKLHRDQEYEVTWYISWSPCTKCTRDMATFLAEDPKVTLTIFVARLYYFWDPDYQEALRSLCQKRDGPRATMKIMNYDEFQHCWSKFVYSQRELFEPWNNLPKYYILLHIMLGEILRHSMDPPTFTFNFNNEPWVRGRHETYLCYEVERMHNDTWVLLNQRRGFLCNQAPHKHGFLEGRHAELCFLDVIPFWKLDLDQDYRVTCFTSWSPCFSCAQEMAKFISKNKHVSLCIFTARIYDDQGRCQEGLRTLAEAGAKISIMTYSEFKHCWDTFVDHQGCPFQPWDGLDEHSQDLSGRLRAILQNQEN
APOBEC3A inh: human APOBEC3A DNA deaminase inhibition; P31941; recombinant A3A, FAM/TAMRA ssDNA deamination fluorescence; inhibition, % at 20 µM; 0.41% of 330,000 active;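 active means at least 40% inhibition at 20 µM here, with at most 30% in a related deaminase screen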;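 further: plate controls were A3A with DMSO for no effect and wells lacking A3A enzyme for full effect; some results filed as inactive read as strong as hits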
Target sequence (P31941 whole entry, looked up): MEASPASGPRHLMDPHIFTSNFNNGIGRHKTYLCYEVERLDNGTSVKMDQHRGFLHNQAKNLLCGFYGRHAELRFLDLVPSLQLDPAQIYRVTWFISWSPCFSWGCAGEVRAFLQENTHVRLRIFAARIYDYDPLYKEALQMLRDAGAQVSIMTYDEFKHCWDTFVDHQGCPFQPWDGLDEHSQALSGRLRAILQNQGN
SENP1 FRET inh: inhibitors of human SENP1 SUMO protease catalytic domain. 0.21% of 360,000 active. recombinant SENP1 catalytic domain, CyPet-SUMO1-YPet FRET cleavage. Q9P0U3. AID 624204. inhibition, % at 10 µM;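 active means inhibition at least 30% at 10 µM, raw YFP signal under a set limit, fluorescence ratio 0.5 to 1.5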;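 further: 0% = enzyme with DMSO and 100% = no enzyme wells; some results filed as inactive read as strong as hits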
Target sequence (Q9P0U3 419-644 limits assumed): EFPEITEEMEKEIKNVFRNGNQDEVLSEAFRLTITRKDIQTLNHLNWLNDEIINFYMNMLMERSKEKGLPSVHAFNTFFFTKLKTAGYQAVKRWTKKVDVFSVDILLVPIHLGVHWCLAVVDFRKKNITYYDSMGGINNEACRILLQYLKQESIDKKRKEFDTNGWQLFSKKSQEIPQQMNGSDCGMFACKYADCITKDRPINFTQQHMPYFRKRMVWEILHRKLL
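Material – human SENP1 catalytic domain · Input – SENP1 enzyme, 20 pM final · Compound dosing – single concentration of 10 µM compound, 0.5% DMSO final · Timing – enzyme reaction for 50 min at room temperature, dark · Measured by – FRET fluorescence in CFP and YFP emission channels · Control set – no-enzyme wells low, DMSO-plus-enzyme wells high control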
* = called active by the depositor; . = no result given; & = joins results of further samples.

entry	Structure	beta cell repl	hIAP inh	hIAP activ	mIAP act	mIAP inh
1	CCOC(=O)c1c(Nc2ccccc2OCCOC)n[nH]c1C	-3	-6	1.1	1	-3
2	O=C(CCn1nnc2ccccc2c1=O)N[C@H](C(=O)O)c1ccccc1	1	3	0.97	0.94	6
3	O=C(NN1CC(C(=O)OCc2ccc(Br)cc2)CC1=O)c1ccccc1 (stereo not given)	-3	-25	1.2	1	0
4	CCSc1nc2sc3c(c2c(=O)[nH]1)CC(C)(CC)OC3 (stereo not given)	-3	2	0.98	1	0
5	O=C(N/N=C/c1ccc(N2CCOCC2)o1)c1cccc([N+](=O)[O-])c1	0	-13	1.1	0.89	11
6	CCOc1ccccc1N(CC)C(=O)Cn1ncc2c(=O)oc3ccccc3c21	9	6	0.94	0.95	5
7	Cc1cc2occ(CC(=O)NC3=NCCS3)c2cc1C(C)C	-1	4	0.96	0.99	1
8	CCC(C(=O)NC(C)(C)C)N(C(=O)Cn1nnc(-c2ccccc2F)n1)c1cccc2c1CCCC2 (stereo not given)	-2	-9	1.1	1.1	-14
9	COC(=O)c1cc(Br)ccc1-c1ccc(/C=N/n2nnnc2N)o1	-3	5	0.95	1	-3
10	N#Cc1c(Nc2ccccc2)sc(C(=O)c2ccccc2)c1N	-3	6	0.94	0.99	1

entry	APOBEC3A inh	A3G deaminase	NALP3 yeast inh	SENP1 FRET inh
1	1	2	-4	2
2	0	-7	-2	4
3	-2	-5	8	1
4	-1	-3	-12	1
5	1	4	15	2
6	-4	-11	-5	2
7	-1	-4	4	-3
8	-5	-5	0	2
9	-4	-3	10	1
10	-2	3	28	-2

The listing continues.
entry	Structure	beta cell repl	hIAP inh	hIAP activ	mIAP act	mIAP inh
11	CCCN1C2CCCC1CC(NC(=O)NC13CC4CC(CC(C4)C1)C3)C2 (stereo not given)	1	-47	1.5	0.96	4
12	O=C(Nc1ccc(S(=O)(=O)N2CCCCC2c2cccnc2)cc1)c1c(F)cccc1F (stereo not given)	1	-7	1.1	0.97	3
13	Cc1cc(NC(=O)CN2CCN(c3ccc(O)cc3)CC2)no1	-6	14	0.86	1	0
14	Cc1nc2ccc(NC(=O)[C@H](C)N3C(=O)C4CC=CCC4C3=O)cc2s1 (stereo not given in full)	2	5	0.95	1	0
15	O=Cc1c(OCc2ccccc2)ccc2ccccc12	-1	11	0.89	0.95	5
16	Cc1c(OC(C)C(=O)N2C[C@H]3C[C@@H](C2)c2cccc(=O)n2C3)ccc2c3c(c(=O)oc12)CCC3 (stereo not given in full)	-3	-25	1.3	0.98	2
17	COc1ccccc1N1CCN(C(=O)c2sc3nc(C)nc(N4CCN(c5ccccn5)CC4)c3c2C)CC1	-4	14	0.86	0.87	13
18	COc1ccc2cc3[n+](cc2c1OC)CCc1cc2c(cc1-3)OCO2	-8&-8	-8&2	1.1&0.98	1&0.93	-4&7
19	CN(C)C(CNC(=O)c1ccccc1OCc1ccc(Cl)cc1)c1ccco1 (stereo not given)	0	-8	1.1	1	-4
20	Cn1c(Oc2ccc(F)cc2)c(C=O)c2ccccc21	-4	18	0.82	0.94	6

entry	APOBEC3A inh	A3G deaminase	NALP3 yeast inh	SENP1 FRET inh
11	-2	-7	-2	0
12	8	1	5	2
13	-4	26	10	3
14	-3	-9	11	-1
15	-1	-6	36	0
16	0	-7	9	-7
17	-2	-9	23	-4
18	9&6	1&2	24&25	28&23
19	-1	0	9	0
20	-1	-2	-30	0

The listing continues:
entry	Structure	beta cell repl	hIAP inh	hIAP activ	mIAP act	mIAP inh
21	O=[N+]([O-])c1ccccc1N/N=C/c1ccccc1	-4	6	0.94	0.95	5
22	CCOc1cc(-c2noc(N)c2C#N)cc(OCC)c1OCC	3	-21	1.2	0.97	3
23	CCCc1cc(=O)oc2cc(C)cc(OCC(=O)NCCN3CCOCC3)c12	2	-8	1.1	0.97	3
24	CCCNC(=O)C(Cc1ccc(OC)cc1)NC(=O)c1ccc(Cl)cc1 (stereo not given)	-1	-6	1.1	0.91	9
25	CCCCN(C)C(=S)Nc1ccc(Oc2ccccc2)cc1	-1	5	0.95	1	-1
26	O=C(Nc1ccc(Cl)cc1)Nc1nnc(CSCc2ccccc2)s1	0	7	0.93	0.92	8
27	Cc1ccccc1NC(=O)CCCCCN1C(=O)[C@@H]2Cc3ccccc3CN2C1=O	2	22	0.78	0.98	2
28	COc1ccc(-c2[nH]ncc2CNC(C)CCn2cccn2)cc1F (stereo not given)	2	-3	1	1.2	-22
29	Cc1nnc(Nc2ccc(F)cc2)c2ccccc12	2	-4	1	1	-1
30	CCS(=O)(=O)Nc1cccc(C2=NN(C(=O)c3ccco3)C(c3ccco3)C2)c1 (stereo not given)	2	18	0.82	1.1	-10

entry	APOBEC3A inh	A3G deaminase	NALP3 yeast inh	SENP1 FRET inh
21	-6	-5	18	3
22	0	-5	-2	-6
23	-7	-5	13	3
24	-3	-8	5	4
25	-2	-4	26	0
26	4	-3	15	1
27	-2	-3	11	2
28	-6	3	-2	-1
29	-3	-6	14	-1
30	3	-2	23	0

Rewritten screen by screen: 3 of the compounds above
22	CCOc1cc(-c2noc(N)c2C#N)cc(OCC)c1OCC
23	CCCc1cc(=O)oc2cc(C)cc(OCC(=O)NCCN3CCOCC3)c12
24	CCCNC(=O)C(Cc1ccc(OC)cc1)NC(=O)c1ccc(Cl)cc1 (stereo not given)
entry no. | 22 | 23 | 24
beta cell repl | 3 | 2 | -1
hIAP inh | -21 | -8 | -6
hIAP activ | 1.2 | 1.1 | 1.1
mIAP act | 0.97 | 0.97 | 0.91
mIAP inh | 3 | 3 | 9
APOBEC3A inh | 0 | -7 | -3
A3G deaminase | -5 | -5 | -8
NALP3 yeast inh | -2 | 13 | 5
SENP1 FRET inh | -6 | 3 | 4

Following part.
entry	Structure	beta cell repl	hIAP inh	hIAP activ	mIAP act	mIAP inh
31	O=C(Nc1ccc(F)cc1F)c1cc(-c2ccco2)nc2ccccc12	2	8	0.92	0.86	14
32	CC(C)[C@@H](COc1ccccc1)N1CCN(Cc2ccccc2)CCC1=O	-7	-11	1.1	0.99	1
33	COC(=O)c1ccccc1NC(=O)CSc1nc(O)cc(=O)n1C1CCCC1	-1	-12	1.1	0.86	14
34	Cc1c(C(=O)N2CCN(CC(=O)Nc3ccccc3Cl)CC2)oc2ccc(Br)cc12	-7	-6	1.1	0.91	9
35	CSc1nsc(SCC(=O)Nc2cccc(NC(C)=O)c2)n1	0	0	1	0.87	13
36	O=C(Cc1ccccc1)Nc1nc(-c2cccs2)cs1	-2	13	0.87	1.2	-22
37	CCN=C1SC(C(=O)NCCc2ccccc2)CC(=O)N1CC (stereo not given)	3	-1	1	1	-5
38	CCS(=O)(=O)n1nc(-c2cccnc2)nc1NCc1ccc(F)cc1	2	2	0.98	0.96	4
39	Nc1nnc(CC(=O)N/N=C/c2ccc(-c3cccc(C(=O)O)c3)o2)s1	0	3	0.97	0.86	14
40	Cc1ccc(NC(=O)c2c([N+](=O)[O-])c(C(C)(C)C)nn2C)c(C)c1	0	-44	1.4	0.86	14

entry	APOBEC3A inh	A3G deaminase	NALP3 yeast inh	SENP1 FRET inh
31	-1	-3	0	0
32	2	-3	0	-2
33	-3	0	11	-2
34	-1	-6	11	1
35	-2	-10	11	0
36	-2	-5	22	1
37	0	0	12	0
38	-1	-15	10	0
39	20	-2	16	-4
40	3	2	23	2

Reformatted: two of the compounds above
Results follow in this order: beta cell repl, hIAP inh, hIAP activ, mIAP act, mIAP inh, APOBEC3A inh, A3G deaminase, NALP3 yeast inh, SENP1 FRET inh
1	CCOC(=O)c1c(Nc2ccccc2OCCOC)n[nH]c1C
 : -3, -6, 1.1, 1, -3, 1, 2, -4, 2
2	O=C(CCn1nnc2ccccc2c1=O)N[C@H](C(=O)O)c1ccccc1
 : 1, 3, 0.97, 0.94, 6, 0, -7, -2, 4

Further compounds follow.
entry	Structure	beta cell repl	hIAP inh	hIAP activ	mIAP act	mIAP inh
41	Cc1cc(CNC(=O)CC2C(=O)NCCN2CC(C)(C)C)nn1C (stereo not given)	1	23	0.77	1	-1
42	C/C(=N\NC(N)=S)C1=CCC2C3CC[C@H]4CC(O)CC[C@]4(C)C3CC[C@]12C (stereo not given in full)	-4	6	0.94	0.9	10
43	CCCOc1ccc(C(=O)CCC(=O)NNC(=O)c2cccs2)cc1	0	-28	1.3	0.94	6
44	CCNC(=S)N1CCN(C(=O)C(Cc2ccccc2)NC(C)=O)CC1 (stereo not given)	-2	-5	1.1	1.2	-18
45	Cc1nnc2sc(SCc3ccccc3)nn2c1=O	0	5	0.95	0.96	4
46	COc1ccc(N2CCN(CCS(=O)(=O)c3cc(Cl)ccc3Cl)CC2)cc1	-7	10	0.9	0.99	1
47	Cc1ccc(NC(=O)C2CCCN(S(=O)(=O)c3ccc4[nH]c(=O)ccc4c3)C2)nc1 (stereo not given)	-5	-7	1.1	1.1	-8
48	CCCCOc1ccc(C(=O)N2CCNC(=O)C2)cc1	0	13	0.87	1	0
49	CCn1cc(NC(=O)Nc2ccc(OC)c(OC)c2)c(C(N)=O)n1	-2	4	0.95	0.98	2
50	CCOC(=O)Cn1nc(C)n(-c2ccc(C(C)(C)C)cc2)c1=O	-1	2	0.97	1	-5

entry	APOBEC3A inh	A3G deaminase	NALP3 yeast inh	SENP1 FRET inh
41	-3	-2	-25	0
42	-2	8	37	4
43	2	-5	8	-1
44	-4	4	2	-1
45	1	-2	7	.
46	-6	-11	-5	0
47	-2	-3	-3	-2
48	0	-4	12	1
49	-2	-4	11	0
50	0	-3	15	0

(continued)
entry	Structure	beta cell repl	hIAP inh	hIAP activ	mIAP act	mIAP inh
51	CCCCN(C)CCn1c(=S)[nH]c2ncccc2c1=O	2	3	0.97	0.94	6
52	Cc1[nH]nc2ncc(C(=O)c3cc(Cl)cc(Cl)c3O)cc12	0	-2	1	0.89	11
53	Cc1ccc(C(=O)CSc2nnc(Cn3nnc4ccccc43)n2C)cc1	-1	-9	1.1	1.1	-10
54	COc1ccc(Nc2nc(N)nc(CSc3nnc(N)s3)n2)cc1	2	0	1	0.98	2
55	CCC(CO)Oc1cc(NCc2ccc(OC)cc2)c2ncn(C(C)C)c2c1 (stereo not given)	1	9	0.91	0.92	8
56	O=C(Nc1cccc(Cl)c1)c1cccc(N2C(=O)C3CC=CCC3C2=O)c1 (stereo not given)	0	11	0.89	0.9	10

entry	APOBEC3A inh	A3G deaminase	NALP3 yeast inh	SENP1 FRET inh
51	1	0	5	3
52	3	-2	21	-12
53	-6	-3	5	2
54	-2	-6	0	2
55	-5	-7	20	0
56	6	4	8	2

The list is partial. The share of hits here may be higher or lower than overall.
